# Source: PubChem BioAssay (National Center for Advancing Translational Sciences (NCATS))
# GALK inh: galactokinase (human) inhibition; 270,000 compounds, 0.007% hits; AID 1868; P51570; Purified GALK, Kinase-Glo residual ATP luminescence; Potency, µM (doses to about 57.5 µM), for the others: top-dose activity change, negative = inhibition, usual class: inhibitors; further: potency means the concentration at half of the fitted maximal effect
#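 Galactose (100 uM) and ATP (35 uM) were turned over by 5 nM GALK for 1 h at RT. Kinase-Glo Plus then converted the remaining ATP into a luminescent signal.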
# FBPA coupling cs: inhibits coupling enzyme system, counter-screen for aldolase hits; coupling enzyme system counterscreen, AmpLite Red fluorescence; 290,000 compounds, 0.67% hits; activity change, negative = inhibition, % at 58.2 µM, hits read low; in the data active means activity change below about -30%
#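 Counterscreen lacking aldolase: glyceraldehyde-3-phosphate coupling-enzyme reagent preincubated 10 min at RT with compound (at 57.5 uM final), then substrate/coupling system with AmpLite Red added; fluorescence read at 525/598 nm after 20 min RT.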
# KCNH2 3.1 block: KCNH2 3.1 (human) potassium channel inhibition | U2OS KCNH2 3.1, thallium flux FluxOr; active compounds read low | activity change, % (tested at about 1.8 µM) | 340,000 compounds, 0.95% hits | AID 720553;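 active means maximum activity change below -70%; inconclusive means maximum activity change from -70% to -50%; inactive means maximum activity change above -50%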;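 further: thallium influx rate constant from kinetic fluorescence after stimulation buffer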
#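 We transduce U2OS cells with the mutant 3.1 virus, culture them overnight, load FluxOr with Red40 quencher for 45 min, then add stimulation buffer and read kinetically for 2 min to derive a normalized rate constant.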
# KCNH2 WT inh: KCNH2 (human, wildtype) channel inhibition; Q12809; U2OS, BacMam KCNH2, thallium flux FluxOr; active compounds read low; activity change, % at 1.84 µM; 340,000 compounds, 0.37% hits; AID 720551;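 active means maximum activity change below -70%; inconclusive means maximum activity change between -70% and -50%; inactive means maximum activity change above -50%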
#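 U2OS cells were transduced with wild-type KCNH2 virus (2.03 x 10^8 / mL) for 4 h at room temperature, then cultured overnight at 37 C. Thallium flux was read with FluxOr dye. Rate constants were normalized to DMSO controls.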
# Giardia killer: Giardia lamblia killing | Giardia lamblia trophozoite viability | activity change, % at 7.66 µM, hits read low | 340,000 compounds, 0.15% hits | AID 540267; in the data active means activity change below about -80%; inconclusive means between about -30% and that limit;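 further: parasites exposed to compound for two days anaerobically before the ATP read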
#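 Each well holds 100 Giardia trophozoites and compound. After two days (48 hrs) at 37 deg C in anaerobic conditions, ATP is quantified by luminescence.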
# Eya2 phos inh: blocks the phosphatase activity of human Eya2; Potency, µM (doses to about 76.9 µM), for the others: top-dose activity, negative = inhibition, actives largely listed as inhibitors; O00167; recombinant Eya2, OMFP fluorescence dephosphorylation (OMFP is methylfluorescein phosphate); AID 488837; 330,000 compounds, 0.006% hits; further: potency means the concentration at half of the fitted maximal effect
# Target sequence (O00167 whole entry, looked up): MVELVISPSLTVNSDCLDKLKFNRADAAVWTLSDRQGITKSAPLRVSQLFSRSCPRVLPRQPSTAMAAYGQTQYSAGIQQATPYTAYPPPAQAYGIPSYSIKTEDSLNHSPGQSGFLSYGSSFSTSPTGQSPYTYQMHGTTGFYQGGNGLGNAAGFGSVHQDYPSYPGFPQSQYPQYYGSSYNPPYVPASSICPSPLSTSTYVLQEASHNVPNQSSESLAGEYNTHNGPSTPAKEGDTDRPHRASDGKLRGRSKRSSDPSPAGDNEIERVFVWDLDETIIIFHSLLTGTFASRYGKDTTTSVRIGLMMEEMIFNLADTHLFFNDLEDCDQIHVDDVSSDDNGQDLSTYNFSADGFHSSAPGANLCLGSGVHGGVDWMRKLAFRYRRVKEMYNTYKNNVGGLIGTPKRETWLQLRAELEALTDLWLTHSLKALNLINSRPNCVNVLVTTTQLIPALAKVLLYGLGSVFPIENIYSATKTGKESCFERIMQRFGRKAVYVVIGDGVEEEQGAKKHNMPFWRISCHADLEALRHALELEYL
#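 Eya2 (0.2 uM) preincubated 10 min at ambient with compound, then OMFP substrate added at 50 uM; 10 min reaction in 50 mM HEPES pH 7.5, 50 mM NaCl, 5 uM MgCl2, 0.05% BSA, 1 mM DTT. Fluorescence read at Ex 485/Em 525 nm.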
# B2AR arrestin: agonists driving beta-arrestin recruitment to human beta2-adrenergic receptor; beta-arrestin recruitment to beta2AR, cell-based reporter; Potency, µM (series often up to 46.1 µM), for the others: at the highest dose activation, most hits filed as activators; 330,000 compounds, 0.02% hits; AID 492947;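 further: potency means the concentration at half of the fitted maximal effect; 0% = DMSO controls and full agonism = EC100 isoproterenol or metaproterenol; nearly all actives have a fitted effect of over 65% in size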
# Target sequence (P07550 whole entry, looked up): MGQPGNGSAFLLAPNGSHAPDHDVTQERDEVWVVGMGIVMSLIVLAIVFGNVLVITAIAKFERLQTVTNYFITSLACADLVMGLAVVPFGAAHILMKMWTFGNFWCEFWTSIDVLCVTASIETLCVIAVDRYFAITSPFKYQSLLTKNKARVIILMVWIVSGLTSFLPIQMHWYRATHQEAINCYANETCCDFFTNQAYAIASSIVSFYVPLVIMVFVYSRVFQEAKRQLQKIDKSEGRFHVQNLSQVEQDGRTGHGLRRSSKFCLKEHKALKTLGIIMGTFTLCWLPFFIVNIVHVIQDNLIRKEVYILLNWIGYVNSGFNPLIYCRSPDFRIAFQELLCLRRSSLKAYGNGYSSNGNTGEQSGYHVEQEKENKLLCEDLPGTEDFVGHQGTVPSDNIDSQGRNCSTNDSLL
# USP2a block: inhibitors of human ubiquitin-specific protease USP2a | O75604 | USP2 core, Ub-CHOP2 coupled fluorogenic reporter, 485/531 | Potency, µM (doses to about 38.3 µM), inactives show at the highest dose activity change, negative = inhibition, usual class: inhibitors | 330,000 compounds, 0.01% hits | AID 463254;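 further: potency means the concentration at half of the fitted maximal effect; plate controls were DMSO wells for no effect and full inhibition by NEM control for full effect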
#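 Cell-free coupled assay: 10nM USP2 core preincubated 30min RT with compound in Tris-HCl pH 8.0/CaCl2/CHAPS buffer, then 25nM Ub-CHOP2 and 25nM reporter substrate; fluorescence (Ex 485/Em 531) read after 60min RT, normalized to NEM inhibition, concentration-response curves fitted.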
# BCR signal inh: inhibitors of chronic active B-cell receptor signaling; ABC-DLBCL IkBa-CBG/CBR reporter, luminescence ratio, 4 h; Potency, µM (series often up to 46.1 µM), for inactives: at the highest dose ratio change, negative = lower green/red ratio, hits mostly inhibitors; 340,000 compounds, 0.05% hits; AID 493014; active means well fitted inhibition curve with a large enough effect in the signal ratio, with a control signal flat, not every such curve was filed as active; inconclusive means small, poorly fitted or top-dose-only effect, or effect the other way, or a change in a side signal; the % refers to the signal ratio;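 further: potency means the concentration at half of the fitted maximal effect; plate controls were basal doxycycline-induced cells for no effect and cells given 10 µM MG132 for full effect; MG132 reads +100%, hits lower the ratio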
#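 TMD8 ABC-DLBCL cells carrying doxycycline-inducible green luciferase fused to IkappaBalpha plus unfused red luciferase were exposed to compounds (up to 46 uM) for 4 hrs at 37C. Activity came from the overlap-corrected green/red luminescence ratio.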
# uPA surface inh: inhibitors of cell surface uPA generation | cell surface uPA generation assay, qHTS | Potency, µM (highest dose often 38.3 µM), for the others: at the highest dose activity change, negative = inhibition, hits mostly inhibitors | 330,000 compounds, 0.31% hits | AID 540303; active means well fitted inhibition curve with a large enough effect; inconclusive means small, poorly fitted or top-dose-only effect; inactive means no such curve, though single readings can be large or run the other way; tested in mouse RAW 264.7 cells; further: potency means the concentration at half of the fitted maximal effect; nearly all actives have a fitted effect of over 55% in size
# PKM2 activator: PKM2 (human) enzyme activation; purified PKM2, Kinase-Glo ATP luminescence, activation; response scale: 0% is enzyme alone, no compound; Potency, µM (top dose mostly 57.5 µM), for inactives: at the highest dose activation, usual class: activators; 260,000 compounds, 0.34% hits; further: potency means the concentration at half of the fitted maximal effect; nearly all actives have a fitted effect of over 55% in size
#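 ATP formation by purified human PK-M2, quantified via coupled luciferase luminescence after 1 h at room temperature with 0.1 mM ADP and 0.5 mM PEP final.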
# Numbers without * were called inactive; i = inactive; u = inconclusive; x = no result given; [ ] = another dose, or the depositor's remark. Unless noted, the call rests on the fitted dose curve; in most records, active means well fitted curve in the direction sought with a large enough effect; inconclusive means small, poorly fitted or top-dose-only effect, or another doubt; inactive means no such curve, though single readings can be large; an effect the other way counts as inactive or inconclusive. Unless noted, on the % scale 0 is the no-effect control and ±100 the full control effect. An unsorted share of the library; overall some 2.4% were active at least once.
SMILES,GALK inh,FBPA coupling cs,KCNH2 3.1 block,KCNH2 WT inh,Giardia killer,Eya2 phos inh,B2AR arrestin,USP2a block,BCR signal inh,uPA surface inh,PKM2 activator
C[C@]12c3[nH]c4cc(-c5ccco5)ccc4c3CCN1C(=O)[C@@H](CC(=O)NCCN1CCOCC1)C[C@@H]2C(=O)N1CCCCC1,x,x,9,-3,32[activator],1%,-0.2%,-6%,u,-1%,x
CCOc1ccc2[nH]c3c(NCCN(CC)CC)ncnc3c2c1,1%,3,-6,0,14,-3%,-0.4%,-2%,7%,3%,x
CN(Cc1ccc(F)cc1)C(=O)CCc1nnc(-c2ccccc2)o1,11%,4,4,1,-21,-1%,-1.1%,-2%,16%,1%,-1%
CCOc1ccc(N(CC(=O)N2CCN(c3ccccc3F)CC2)S(=O)(=O)c2c(C)noc2C)cc1,-4%,x,-1,0,-21,-2%,-1.0%,1%,4%,3%,x
CCc1ccc2c(c1)C(c1ccc([N+](=O)[O-])cc1)=NNC(c1ccccc1)=N2,1%,1,-22,-2,-11,-9%,4.2%,1%,3%,2%,1%
COC(=O)c1ccc(C)c(NC(=O)Cc2coc3cc(OC)ccc23)c1,11%,1,-6,-2,10,-4%,-0.2%,-1%,-1%,7%,-1%
O=C(NC1CCCC1)C(c1cccs1)N(C(=O)c1ccco1)c1ccc2c(c1)OCO2 (stereo not given),-5%,4,-7,4,1,-1%,-0.5%,-1%,-4%,-2%,-7%
COc1ccc(C(=O)NC2CCN(C(=O)NCc3ccccc3)CC2)cc1,-2%,0,2,12,-1,-12%,-0.5%,1%,7%,3%,2%
Cc1c(NC(=O)c2ccccc2N(C)S(=O)(=O)c2ccccc2)c(=O)n(-c2ccccc2)n1C,1%,2,2,-5,3,5%,-0.2%,8%,u,4%,-5%
COCCn1c(N2CCN(c3ccc(OC)cc3)CC2)nc2c1c(=O)[nH]c(=O)n2C,5%,2,-7,-3,10,13%,0.3%,1%,1%,-2%,-1%
O=C1NC[C@@H](c2ccccc2)OC(=O)[C@@H](Cc2ccc(F)cc2)C/C=C\C[C@@H]1CC(=O)N(CCO)Cc1ccccc1,x,x,-9,-1,6,9%,-0.1%,3%,4%,u,x
Cc1cc(C(C)(C)C)cc(C)c1CCNC(=O)c1ccc[n+]([O-])c1,3%,0,2,-1,u,3%,-1.3%,3%,13%,2%,5%
COc1ccc(OCC(=O)Nc2ccc(NC(=O)c3ccco3)c(C)c2)cc1,13%,0,-11,-5,3,-1%,-0.9%,0%,1%,5%,-6%
Nn1c(SCC(=O)Nc2c(F)cc(F)cc2Br)nnc1C1CCCCC1,1%,1,18,-10,-2,-5%,0.5%,0%,5%,-6%,x
Cc1ccc(NC(=O)Cn2cnc3c(cnn3C(C)(C)C)c2=O)cc1,7%,-1,0,3,-22,-1%,0.5%,0%,-4%,4%,-8%
COc1ccc(NC(=S)Nc2ccc(OC(F)F)cc2)cn1,9%,-4,-1,0,-13,0%,0.0%,1%,u,-5%,x
CCOc1ccc(CN2CCC(n3nccc3NC(=O)c3ccccc3OC)CC2)cc1,-1%,0,-12,-154*,44[activator],2%,4.4%,-2%,0%,-6%,3%
Cc1cc(SCC(=O)OC(C)C(=O)N(C)c2ccccc2)nc2ccccc12 (stereo not given),x,x,0,7,17,-15%,0.4%,-4%,-26%,-3%,x
CC(=O)/C(=C\N(C)C)Sc1ccc(Cl)cc1,2%,1,8,3,-9,-4%,-0.9%,0%,5%,7%,-7%
Cc1ccc(S(=O)(=O)Cc2ccc(C(=O)N3CCN(c4ccc(F)cc4)CC3)o2)cc1,1%,0,-2,5,21,-5%,-3.7%,-3%,-1%,u,-3%
CCOC(=O)N1CCN(C(=O)Nc2ccc3nc(-c4ccccn4)c(-c4ccccn4)nc3c2)CC1,-1%,-15,1,3,14,1%,-0.2%,4%,6%,-3%,-3%
N/C(Cc1ccc(Cl)cc1Cl)=N\OC(=O)Cc1ccc(Cl)cc1,1%,-2,-3,0,6,1%,-0.7%,-1%,0%,2%,-2%
CCOC(=O)[C@H]1[C@H]2COc3ccc(C)cc3[C@@H]2N2C(=O)c3ccc(F)cc3NC(=O)[C@@]12C,x,x,3,2,5,4%,0.5%,1%,u,4%,x
Cc1ccc(F)cc1CNC(=O)C1CCC(=O)N(CC2CCCCC2)C1 (stereo not given),6%,-1,7,-23,18,-4%,-0.1%,1%,0%,-7%,0%[0.46 µM]
COc1ccc(C2c3c(oc4ccccc4c3=O)C(=O)N2Cc2ccncc2)cc1 (stereo not given),2%,2,x,x,x,19%,-1.0%,0%,1%,x,0%
Clc1ccc(-n2cc(-c3ccc(Br)cc3)[n+]3c2CCCCC3)cc1,0%,7,-30,-4,2,-2%,0.6%,2%,-27%,u,-2%
O=C(N/N=C/c1cn(Cc2ccccc2)c2ccccc12)c1ccncc1,3%,-1,-12,-6,-3,2%,-0.4%,2%,1%,2%,-2%
Cc1csc(SCc2nc3sc4c(c3c(=O)[nH]2)CCC4)n1,1%,1,3,-8,13,-19%,0.2%,-7%,6%,7%,2%
Cc1cccc(C(=O)NCCc2nnc(SCC(=O)Nc3cccc(C(=O)O)c3)n2C)c1,0%,x,x,21,1,-4%,0.1%,1%,10%,0%,x
O=C(c1ccc(Cl)cc1)c1nnc(-c2ccncc2)o1,8%,4,2,3,-20,6%,0.1%,3%,-1%,3%,-3%
CC1CCC(NC(=O)CN2C(=O)c3ccccc3S2(=O)=O)CC1 (stereo not given),x,x,3,34,3,-2%,-1.1%,-1%,3%,6%,x
CC(C)N(Cc1ccccc1)C(=O)/C=C/c1ccccc1[N+](=O)[O-],3%,1,10,i,u,1%,-0.5%,1%,1%,-7%,-2%
C=CCn1c(SCC(=O)O)nnc1-c1ccccc1,0%,1,2,13,0,5%,-0.1%,-1%,0%,-6%,-3%
Cc1ccc(C)c(-c2[nH]ncc2CN2CCCC(CO)(Cc3ccccc3C)C2)c1 (stereo not given),2%,1,-16,5,-15,6%,0.5%,0%,u,7%,-7%
CC(C)n1c(O)c(/C=C2\C=Nc3ccccc32)sc1=Nc1ccccc1,-1%,0,-24,-17,-10,-5%,0.0%,-4%,15%,-1%,-2%
COc1cccc(-c2nc(CS(=O)(=O)CC(=O)Nc3ccc(F)cc3F)c(C)o2)c1,-2%,0,20,-5,-13,0%,-0.3%,-2%,u,4%,x
O=C(O)CCc1ccc(-c2ccccc2)n1CC1CCCO1 (stereo not given),2%,3,-18,8,26,-1%,0.3%,6%,0%,0%,5%
O=C(/C=C/c1cc([N+](=O)[O-])ccc1OC(F)F)Nc1cccc(OC(F)F)c1,0%,3,-4,-158*,1,5%,-0.1%,0%,-6%,-3%,-11%
O=C(Cn1c(NCCO)nc2ccccc21)Nc1cccc(S(=O)(=O)N2CCCC2)c1,x,x,17,2,-3,2%,-0.4%,0%,0%,-4%,x
COc1ccc(CCN(C)C(=O)c2c(C)noc2C)cc1OC,x,x,27,-2,16,-15%,-0.9%,2%,0%,3%,x
O=C(NCCCn1ccnc1)c1cc(-c2ccc(Br)cc2)on1,1%,-2,-3,24,18,-3%,0.3%,-1%,u,-6%,0%
COc1ccc(C(=O)NCC(=O)OCC(=O)NC2CCCCCC2)cc1,x,x,3,-9,-2,-27%,-0.2%,4%,0%,-4%,x
O=C(NCCN1CCOCC1)N1CCOCC1,-3%,1,8,-11,8,-11%,-0.7%,1%,4%,-1%,-1%
Cc1cccc2nc(CSc3nnnn3-c3ccccc3)cn12,2%,0,-18,10,1,12%,-0.2%,4%,-7%,2%,20%
CCOc1ccc(CN(C)C(=O)CN2C(=O)NC(c3ccccc3)(c3ccccc3)C2=O)cc1,x,x,2,8,7,-1%,0.0%,-1%,-3%,12%,x
CC(C)CCN1C(=O)c2ccc(C(=O)OCC(=O)N(C)C3CCS(=O)(=O)C3)cc2C1=O (stereo not given),x,x,37,1,-11,-16%,-0.1%,0%,u,1%,x
CCc1ccc(C(=O)COC(=O)c2cccc(N3C(=O)c4c(C)nc5ccccc5c4C3=O)c2)cc1,0%,x,-17,-5,-25,-4%,0.4%,-1%,-5%,-12%,-3%
O=C(NCc1ccco1)/C(=C\c1ccco1)NC(=O)c1cccs1,5%,0,2,-4,14,-2%,-2.2%,0%,6%,6%,-12%
O=C(Nc1c(F)c(F)c(F)c(F)c1F)NC1CCCCC1,-1%,3,19,-14,3,9%,-0.1%,0%,0%,x,-8%
COc1ccc(/C=N/n2c(=S)n(C)c3ccccc32)cc1OC,1%,0,-20,-3,11,0%,-0.1%,2%,u,x,3%
